TRPML3 ag: activates the human TRPML3 channel. Q8TDD5. HEK293 TRPML3-YFP, Fluo-8 calcium fluorescence; 100% = the carbachol control signal. activation, % at 3 µM. actives 0.29% (n = 220,000). AID 1448;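 active = activation above its plate's cutoff, the mean activation of the plate's test wells plus 3 SD, cut at about 12% in these data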;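 also: 0% = DMSO only wells and 100% = carbachol wells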
Target sequence (Q8TDD5 whole entry, looked up): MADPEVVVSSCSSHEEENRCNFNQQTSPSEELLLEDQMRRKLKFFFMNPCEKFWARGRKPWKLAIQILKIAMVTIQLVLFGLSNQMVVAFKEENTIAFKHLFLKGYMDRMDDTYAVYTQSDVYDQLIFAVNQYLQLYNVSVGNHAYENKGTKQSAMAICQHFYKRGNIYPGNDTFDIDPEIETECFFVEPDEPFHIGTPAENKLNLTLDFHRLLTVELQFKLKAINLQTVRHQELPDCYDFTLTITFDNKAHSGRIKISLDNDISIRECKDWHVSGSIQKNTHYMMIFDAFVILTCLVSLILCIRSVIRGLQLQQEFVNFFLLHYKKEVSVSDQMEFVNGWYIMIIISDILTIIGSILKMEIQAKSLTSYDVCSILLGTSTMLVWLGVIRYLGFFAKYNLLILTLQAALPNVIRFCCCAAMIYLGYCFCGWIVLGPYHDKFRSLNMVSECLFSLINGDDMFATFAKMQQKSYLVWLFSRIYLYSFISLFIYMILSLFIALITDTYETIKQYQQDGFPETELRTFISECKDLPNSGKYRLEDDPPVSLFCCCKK
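Material: TRPML3-YFP stable HEK293 cells | Dosing: One concentration, 3 µM nominal, 0.3% DMSO | Timing: 125 s total fluorescence read per well | Technique: Fluo-8 calcium dye fluorescence, ex 470-495, em 515-575 nm | Measure: Percent activation from peak-to-basal fluorescence ratio, scaled between DMSO and carbachol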
CHOP inh: blocks CHOP induction under ER stress; actives 3.8% (n = 220,000); inhibition, % at 10 µM; AID 2732; CHO-K1 CHOP-promoter luciferase, tunicamycin-induced, 15-18 h;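 active = compounds that reduced the stress-induced luciferase reporter signal by more than about 70% of percent inhibition, limit read from the data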;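 also: 0% = tunicamycin plus vehicle and 100% = wells without tunicamycin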
NPY1 pot ag: potentiates or activates human NPY-Y1 receptor; NPY-Y1 expressing cells, potentiator/agonist activation; activation, % at 3.6 µM; actives 0.37% (n = 220,000); in the data active = activation above about 33%, passing the limit was not always enough;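 also: cells stimulated with NPY at EC10 then isoproterenol at EC100; 0% = low agonist plus stimulus and 100% = saturating agonist plus stimulus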
Target sequence (P25929 whole entry, looked up): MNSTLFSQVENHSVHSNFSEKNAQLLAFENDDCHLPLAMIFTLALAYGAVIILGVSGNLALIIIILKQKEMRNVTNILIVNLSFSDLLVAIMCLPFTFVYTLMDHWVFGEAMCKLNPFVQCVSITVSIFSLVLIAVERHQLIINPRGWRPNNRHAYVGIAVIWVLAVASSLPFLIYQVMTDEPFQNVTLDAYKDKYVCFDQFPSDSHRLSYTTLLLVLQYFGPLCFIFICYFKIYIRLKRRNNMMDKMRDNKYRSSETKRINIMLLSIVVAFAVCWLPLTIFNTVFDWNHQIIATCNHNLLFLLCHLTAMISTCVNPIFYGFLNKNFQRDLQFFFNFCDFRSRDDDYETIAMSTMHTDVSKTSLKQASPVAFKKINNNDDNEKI
EP2 antag: inhibitors of human EP2 prostaglandin E2 receptor | actives 0.52% (n = 260,000) | C6 glioma cells expressing human EP2, cAMP TR-FRET; cells stimulated with saturating PGE2 | inhibition, % at 25 µM | AID 1422 | P43116;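 active = percent inhibition above 40 after rounding to a whole number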;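 also: rat C6 glioma host cells with rolipram phosphodiesterase inhibitor present; the protocol text gives 20 µM as final concentration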
PPC-1+TRAIL kill: compounds killing PPC-1 cancer cells with TRAIL present (potentiator screen, no TRAIL-free arm); cell killing (% activity), % at 4 µM; PPC-1 cells + TRAIL, ATPLite viability luminescence; actives 0.41% (n = 220,000); AID 1443;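 active = cell killing above 50% in the first pass at 4 µM, then a duplicate retest at 5 µM averaging 50% or more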;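 also: plate controls were cells with TRAIL plus DMSO for no effect and medium-only wells lacking cells for full effect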
EP2 mod: EP2 receptor (human) modulation | P43116 | EP2-expressing cells, cAMP HTRF FRET, PGE2 co-stimulation | actives 0.83% (n = 260,000) | AID 940 | induction, % at 25 µM;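 active = compounds whose cAMP rise, as percent of the full-agonist control response, exceeds 60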;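 also: rat C6 glioma line stably carrying human EP2 under a CMV promoter; the protocol text gives 20 µM as final concentration; 100% = response of wells given 1 µM PGE2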
NPY-Y1 antag: blocks the human neuropeptide Y Y1 receptor; HEK293-CNG Y1 cells, membrane potential fluorescence; NPY at EC95, then isoproterenol; inhibition, % at 3.6 µM; actives 1% (n = 200,000);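 active = inhibition above the campaign mean inhibition of all tested compounds plus 3 SD, cut at about 20% in these data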;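 also: 0% = DMSO wells given NPY plus isoproterenol and 100% = isoproterenol alone without NPY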
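material = HEK293 cells with Y1 receptor plus CNG channel | also added = NPY 25 nM then isoproterenol 1 µM plus Ro 20-1724 25 µM | schedule = dye 3 h, compound 60 min room temperature, stimulation 45 min | measured by = membrane potential fluorescence | benchmarks = high control isoproterenol alone, low control NPY with isoproterenol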
14-3-3 Bad PPI: disrupts binding of bovine 14-3-3 zeta to phospho-Bad peptide. P63103. TR-FRET 14-3-3zeta/Dy647-pBad peptide displacement, 1 h. inhibition, % at 21.7 µM. actives 0.71% (n = 220,000). AID 781;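 active = inhibition above about 70%, limit read from the data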;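 also: 0% = full 14-3-3 plus peptide FRET controls and 100% = background without 14-3-3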
zfTRPN1 agonist: activates the zebrafish TRPN1 channel | HEK293 zebrafish TRPN1-YFP, Fluo-8 calcium fluorescence; 100% = response to 87 µM carbachol | activation, % at 3 µM | AID 1424 | actives 0.18% (n = 220,000);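 active = activation above its plate's cutoff, the mean activation of test wells on that plate plus 3 SD, cut at about 19% in these data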;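 also: 0% = DMSO alone and 100% = 87 µM carbachol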
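Assay system: Zebrafish TRPN1-YFP in HEK293 cells | Incubation: Dye loading 1 h at 37 °C, then 30 min room temperature | Measured by: Kinetic Fluo-8 fluorescence, ex 470-495, em 515-575 nm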
* hit, by the source's call; & = joins results of further samples; [ ] = another dose, or the depositor's remark. Some of the compounds tested; the hit share may differ from the screen's.

Screening CC(C)(C)C(=O)Nc1ccc(-c2cn3ccsc3n2)cc1 returned TRPML3 ag 0.7, CHOP inh -5, NPY1 pot ag 0, PPC-1+TRAIL kill 91*[5 µM], EP2 mod -47, NPY-Y1 antag -2, 14-3-3 Bad PPI 0 and zfTRPN1 agonist 0.6.
`CC(C(=O)Nc1ccccc1Br)c1ccc([N+](=O)[O-])cc1` (configuration not stated) gave TRPML3 ag 0.8, CHOP inh 24, NPY1 pot ag -7, EP2 antag 7, PPC-1+TRAIL kill -3, EP2 mod 10, NPY-Y1 antag 4, 14-3-3 Bad PPI 2[fluorescence artefact?] and zfTRPN1 agonist 0.7.
`CCN(CC)S(=O)(=O)c1ccc(N/N=C/c2ccc(O)cc2)nc1` gave TRPML3 ag 1.1, CHOP inh 25, NPY1 pot ag -13, EP2 antag 8, PPC-1+TRAIL kill 4, EP2 mod -16, NPY-Y1 antag 5, 14-3-3 Bad PPI -9 and zfTRPN1 agonist 0.7.
Screening CCCC1(C(=O)OCC)NC(c2cc(OC)c(OC)c(OC)c2)C2C(=O)N(CC)C(=O)C21 (configuration not stated) returned TRPML3 ag 0.2, CHOP inh 8, NPY1 pot ag -9, PPC-1+TRAIL kill 14, EP2 mod -13, NPY-Y1 antag -2, 14-3-3 Bad PPI -7 and zfTRPN1 agonist 1.0.
O=C(c1cccc(N2C(=O)c3ccccc3C2=O)c1)N1CCCCCC1 was read as TRPML3 ag 0.9, CHOP inh 6, NPY1 pot ag -1, EP2 antag 5, PPC-1+TRAIL kill -9, EP2 mod 12, NPY-Y1 antag 4, 14-3-3 Bad PPI -5 and zfTRPN1 agonist 0.6.
`Cc1cccnc1NC(=O)c1ccccc1NC(=O)C(C)(C)C` gave TRPML3 ag 0.2, CHOP inh 10, NPY1 pot ag 8, EP2 antag 8, PPC-1+TRAIL kill -10, EP2 mod -12, NPY-Y1 antag -4, 14-3-3 Bad PPI 1 and zfTRPN1 agonist 0.1.
For N/C(=N\OC(=O)c1cc(-c2ccccc2)nc2ccccc12)c1ccc(Cl)cc1 the results were TRPML3 ag 0.9, CHOP inh 32, NPY1 pot ag -15, EP2 antag 5, PPC-1+TRAIL kill 5, EP2 mod -8, NPY-Y1 antag -4, 14-3-3 Bad PPI -10 and zfTRPN1 agonist 2.0.
`Cc1cc(C)cc(NC(N)=S)c1` gave TRPML3 ag 1.1, CHOP inh -8, NPY1 pot ag 1, EP2 antag 8, PPC-1+TRAIL kill 2, EP2 mod 0, NPY-Y1 antag -2, 14-3-3 Bad PPI -2 and zfTRPN1 agonist -1.6.
`COc1ccc(Nc2ccc3c(c2)=NC2(CCCCC2)[N+]=3[O-])cc1` gave TRPML3 ag -1.0, CHOP inh -36, NPY1 pot ag 26, EP2 antag 4, PPC-1+TRAIL kill -2, EP2 mod -39, NPY-Y1 antag -14, 14-3-3 Bad PPI -28[fluorescence artefact?] and zfTRPN1 agonist -1.2.
`CC(C)N(Cc1cnn(C)c1)Cc1nc(-c2ccc(Cl)cc2)no1` gave TRPML3 ag 0.1, CHOP inh 28, NPY1 pot ag -2, EP2 antag 18, PPC-1+TRAIL kill 25, EP2 mod -3, NPY-Y1 antag 4, 14-3-3 Bad PPI -6 and zfTRPN1 agonist 0.3.
CCN1CCN(C(=S)Nc2ccc3nc4n(c(=O)c3c2)CCCCC4)CC1 was read as TRPML3 ag 0.9, CHOP inh 14, NPY1 pot ag -10, EP2 antag 3, PPC-1+TRAIL kill -7, EP2 mod -31, NPY-Y1 antag 0, 14-3-3 Bad PPI -6 and zfTRPN1 agonist 1.6.
For O=C(O)CC(NC(=O)C1CCCCC1)c1ccc(OC2CCCC2)cc1 (configuration not stated) the results were TRPML3 ag 0.6, CHOP inh 6, NPY1 pot ag -18, EP2 antag 3, PPC-1+TRAIL kill 36, EP2 mod 42, NPY-Y1 antag -1, 14-3-3 Bad PPI -5 and zfTRPN1 agonist 1.4.
CC(C)(C)SCCNC(=O)c1ccccc1 was read as TRPML3 ag 1.5, CHOP inh -13, NPY1 pot ag -11, EP2 antag 8, PPC-1+TRAIL kill -1, EP2 mod -16, NPY-Y1 antag 15, 14-3-3 Bad PPI 0 and zfTRPN1 agonist 2.6.
Screening CCOC(=O)c1csc(NC(=O)CC2CCCC2)n1 returned TRPML3 ag 2.5, CHOP inh 36, NPY1 pot ag 4, EP2 antag 5, PPC-1+TRAIL kill 7, EP2 mod -40, NPY-Y1 antag -5, 14-3-3 Bad PPI -4 and zfTRPN1 agonist 3.0.
`CC1(C)N([O-])c2cc([N+](=O)[O-])ccc2[N+]1=O` gave TRPML3 ag 0.6, CHOP inh 40, NPY1 pot ag 10, EP2 antag 87*, PPC-1+TRAIL kill 13, EP2 mod -45, 14-3-3 Bad PPI 6 and zfTRPN1 agonist -1.6.
Screening CCCCCCCNc1cccc(C)c1 returned TRPML3 ag 0.4, CHOP inh 15, NPY1 pot ag 15, EP2 antag 10, PPC-1+TRAIL kill 15, EP2 mod 0, 14-3-3 Bad PPI -2 and zfTRPN1 agonist 1.1.
`Cc1sc2ncnc(NCC(c3ccco3)N3CCCC3)c2c1C` (configuration not stated) gave TRPML3 ag -0.7, CHOP inh -4, NPY1 pot ag -9, EP2 antag 14, PPC-1+TRAIL kill 16, EP2 mod -18, NPY-Y1 antag 2, 14-3-3 Bad PPI -10 and zfTRPN1 agonist -1.2.
`COc1cccc(-c2ccc(SCc3ccccn3)nn2)c1` gave TRPML3 ag -0.6, CHOP inh -28, NPY1 pot ag 0, EP2 antag 5, PPC-1+TRAIL kill 10, EP2 mod -38, NPY-Y1 antag 3, 14-3-3 Bad PPI 8 and zfTRPN1 agonist -0.6.
`C=CCNC1=C(Cl)C(=O)c2ccccc2C1=O` gave TRPML3 ag 0.3, CHOP inh 5, NPY1 pot ag -14, EP2 antag 17, PPC-1+TRAIL kill 39, EP2 mod -54, NPY-Y1 antag 4, 14-3-3 Bad PPI -12 and zfTRPN1 agonist 2.2.
Screening CN1CCN(C(=O)/C(=C/c2cccs2)NC(=O)c2ccco2)CC1 returned TRPML3 ag 2.1, CHOP inh -8, NPY1 pot ag 8, EP2 antag 6, PPC-1+TRAIL kill 6, EP2 mod 15, NPY-Y1 antag -1, 14-3-3 Bad PPI -5 and zfTRPN1 agonist 0.6.
For O=C(CSc1n[nH]c(C2CCCC2)n1)NC1CCCC1 the results were TRPML3 ag 0.6, CHOP inh 20, NPY1 pot ag -13, EP2 antag 14&10, PPC-1+TRAIL kill 23, EP2 mod 27&-7, NPY-Y1 antag 13, 14-3-3 Bad PPI -17[fluorescence artefact?] and zfTRPN1 agonist 1.8.
CC1(C)Cc2c(sc3ncnc(N)c23)CO1 was read as TRPML3 ag 0.0, CHOP inh -3, NPY1 pot ag 7, EP2 antag 6, PPC-1+TRAIL kill 10, EP2 mod 5, NPY-Y1 antag -4, 14-3-3 Bad PPI -3 and zfTRPN1 agonist -0.8.
Screening Cc1ccc(C(=O)NCCCc2ccccc2)c(C)c1 returned TRPML3 ag 0.0, CHOP inh -12, NPY1 pot ag -19, EP2 antag 8, PPC-1+TRAIL kill 23, EP2 mod -55, NPY-Y1 antag 4, 14-3-3 Bad PPI -3 and zfTRPN1 agonist -0.5.
Screening Cc1oc(-c2cccc(Cl)c2)nc1CN1CCC(C(=O)NCC2CCCO2)CC1 (configuration not stated) returned TRPML3 ag 0.2, CHOP inh 52, NPY1 pot ag -14, EP2 antag 12, PPC-1+TRAIL kill -19, EP2 mod 12, NPY-Y1 antag -6, 14-3-3 Bad PPI 2 and zfTRPN1 agonist 0.3.
Screening COC(=O)c1ccc(NC(=O)CN2CCN(c3ccccc3)CC2)cc1 returned TRPML3 ag -0.3, CHOP inh 51, NPY1 pot ag 0, EP2 antag 7, PPC-1+TRAIL kill -1, EP2 mod -19, NPY-Y1 antag 9, 14-3-3 Bad PPI 14[fluorescence artefact?] and zfTRPN1 agonist 1.3.
CCOC(=O)c1nnc(-c2ccc(C)cc2)nc1Sc1cccc(Cl)c1 was read as TRPML3 ag 0.6, CHOP inh 59, NPY1 pot ag -17, PPC-1+TRAIL kill 14, EP2 mod 26, NPY-Y1 antag -4, 14-3-3 Bad PPI -8[fluorescence artefact?] and zfTRPN1 agonist -1.2.
For CC(=O)OC[C@H]1O[C@@H](Sc2cccc3cccnc23)[C@H](OC(C)=O)[C@@H](OC(C)=O)[C@@H]1OC(C)=O the results were TRPML3 ag 0.7, CHOP inh -5, NPY1 pot ag 30, EP2 antag 3, PPC-1+TRAIL kill 28, EP2 mod 17, NPY-Y1 antag 0, 14-3-3 Bad PPI -14 and zfTRPN1 agonist 2.4.
Screening c1ccc2c(N3CCCCCC3)nc(-c3ccncc3)nc2c1 returned TRPML3 ag 0.3, CHOP inh 48, NPY1 pot ag -30, EP2 antag 4, PPC-1+TRAIL kill 0, EP2 mod -10, NPY-Y1 antag 13, 14-3-3 Bad PPI -5 and zfTRPN1 agonist -1.5.
`N#C/C=C(/c1ccc(F)cc1)N1CCOCC1` gave TRPML3 ag 0.7, CHOP inh -1, NPY1 pot ag -12, EP2 antag 8, PPC-1+TRAIL kill 3, EP2 mod -24, NPY-Y1 antag 2, 14-3-3 Bad PPI 3 and zfTRPN1 agonist 1.2.
Screening COc1ccc(C(c2oc(CO)cc(=O)c2O)c2oc(CO)cc(=O)c2O)cc1OC returned TRPML3 ag 0.5, CHOP inh 27, NPY1 pot ag 19, EP2 antag 4, PPC-1+TRAIL kill -1, EP2 mod 19, NPY-Y1 antag -3, 14-3-3 Bad PPI -5 and zfTRPN1 agonist 1.2.
`CN(C)S(=O)(=O)c1cccc(-c2nn(-c3ccccc3)cc2/C=C(\C#N)c2nc3ccccc3[nH]2)c1` gave TRPML3 ag 0.1, CHOP inh 42, NPY1 pot ag 0, EP2 antag 5, PPC-1+TRAIL kill 12, EP2 mod -9, NPY-Y1 antag 2, 14-3-3 Bad PPI -5 and zfTRPN1 agonist 1.9.
Screening CN(/C(=N\S(=O)(=O)c1ccccc1)c1ccccc1)c1ccc(O)cc1 returned TRPML3 ag 0.4, CHOP inh 24, NPY1 pot ag -7, EP2 antag 7, PPC-1+TRAIL kill 14, EP2 mod -2, NPY-Y1 antag 5, 14-3-3 Bad PPI -11 and zfTRPN1 agonist -1.1.
`CCOC(=O)C(=O)/C(=C\N(C)C)c1onc(-c2c(F)cccc2Cl)c1C(=O)OC` gave TRPML3 ag 0.8, CHOP inh -12, NPY1 pot ag -3, EP2 antag 20, PPC-1+TRAIL kill 4, EP2 mod -11, NPY-Y1 antag 1 and zfTRPN1 agonist -0.6.

Compound activity deposited in PubChem BioAssay by several laboratories.
